GLP1R inv ag – acts as inverse agonist at human GLP-1 receptor; HEK293 GLP-1R CRE-luciferase, luminescence, 24 h; GLP-1R form is constitutively active; P43220; AID 624417; Potency, µM (doses to about 38.3 µM), without a hit: top-dose activity change, negative = inhibition, usual class: inhibitors; actives 1.6% (n = 410,000); also: potency is read from the fitted curve at half-maximal effect; % is scaled to controls: 0 for no effect and ±100 for the full control effect; nearly all actives have a fitted effect of over 55% in size
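Stable HEK293 clone (constitutively active GLP-1R + cAMP-response luciferase); 200 cells/uL plated, 12 h pre-culture, compound 24 hr, 37 deg C/5% CO2; detection reagent 12 min RT; luminescence.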
DRD3 antagonist – D3 dopamine receptor (human) antagonism. P35462. D3R cells, DiscoveRx beta-arrestin luminescence, antagonist mode; stronger effect = lower value. max response, negative = inhibition, %. actives 2.5% (n = 360,000). AID 652054; in the data active = max response below about -50%; inconclusive = no clear call, values can overlap the other calls; also: % is scaled to controls: 0 for no effect and ±100 for the full control effect; mostly tested at two doses, the higher about 12 µM
Target sequence (P35462 whole entry, looked up): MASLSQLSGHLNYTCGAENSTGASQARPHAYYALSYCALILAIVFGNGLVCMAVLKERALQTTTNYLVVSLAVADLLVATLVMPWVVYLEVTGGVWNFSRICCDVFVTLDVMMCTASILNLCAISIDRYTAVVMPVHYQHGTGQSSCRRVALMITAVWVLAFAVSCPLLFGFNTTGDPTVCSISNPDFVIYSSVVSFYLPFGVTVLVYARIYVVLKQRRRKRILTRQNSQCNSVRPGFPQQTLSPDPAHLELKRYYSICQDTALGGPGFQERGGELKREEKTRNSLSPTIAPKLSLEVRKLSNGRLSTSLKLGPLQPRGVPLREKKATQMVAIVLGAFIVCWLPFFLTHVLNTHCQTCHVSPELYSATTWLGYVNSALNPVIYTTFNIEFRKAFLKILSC
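Cells expressing the human receptor were seeded at 1500 cells/well, incubated overnight at 37 degrees C in 5% CO2, then exposed to library compounds with dopamine controls for 90 minutes at 37 degrees C before luminescent detection.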
KB-V1 cytotox – KB-V1 MDR subline cytotoxicity. AID 1347076. KB-V1 MDR cells viability, CellTiter-Glo, 72 h. Potency, µM (series often up to 46.1 µM), inactives show at the highest dose activity change, negative = cytotoxicity, hits mostly cytotoxic. actives 3.4% (n = 400,000); also: potency is read from the fitted curve at half-maximal effect; % is scaled to controls: 0 for no effect and ±100 for the full control effect; nearly all actives have a fitted effect of over 60% in size
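KB-V1, DMEM (no phenol red) + 10% FBS; cpd pin-transferred, titration series; 72 h, 37 degrees C; CellTiter-Glo, luminescence. Data normalized, curve-fit.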
GLP1R ag – GLP-1 receptor (human) agonism. P43220. HEK293 GLP-1R CRE-luciferase, luminescence, 4-6 h; cells express a hypersensitive GLP-1R form. Potency, µM (top dose mostly 45.6 µM), without a hit: top-dose activation, usual class: activators. actives 0.007% (n = 380,000). AID 624172; also: potency is read from the fitted curve at half-maximal effect; % of control where 0% means no effect
DRD3 agonist – activates the human D3 dopamine receptor; D3R DiscoveRx beta-arrestin cells, luminescence, 90 min; max activation, %; actives 0.58% (n = 410,000); AID 652048; in the data active = max activation above about 30%; also: 0% is about no effect; mostly tested at two doses, the higher about 12 µM
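Agonist-mode cell screen: cells plated at 1500/well and incubated overnight at 37 °C, then exposed to library compounds for 90 min at 37 °C. Detection reagent was added for 30–60 min at room temperature, and luminescence was read.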
aSyn yeast inh – rescues yeast growth from alpha-synuclein toxicity. Potency, µM (top dose mostly 46.1 µM), for the others: top-dose growth rescue (activation), usual class: activators. actives 0.14% (n = 370,000). Yeast expressing alpha-synuclein, growth rescue, BacTiter-Glo, 24 h. AID 652106; also: potency is read from the fitted curve at half-maximal effect; % of control where 0% means no effect; nearly all actives have a fitted effect of over 65% in size
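Readout is rescue of growth in alpha-synuclein-expressing yeast, so inhibitors of toxicity appear as activators. Growth after 24 hr at 30 deg C in galactose medium is quantified by luminescence.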
PTHR1 ag – PTHR1 (human) receptor agonism; Q03431; HEK293 GP2 PTHR1 cells, GloSensor cAMP luminescence, 1 h; Potency, µM (series often up to 115 µM), for the others: at the highest dose activation, most hits filed as activators; actives 0.075% (n = 410,000); AID 743266; also: potency is read from the fitted curve at half-maximal effect; nearly all actives have a fitted effect of over 55% in size; some results filed as inactive show a strong effect at the top dose; inactives centre near -15; many of its hits are not listed in these tables
Target sequence (Q03431 whole entry, looked up): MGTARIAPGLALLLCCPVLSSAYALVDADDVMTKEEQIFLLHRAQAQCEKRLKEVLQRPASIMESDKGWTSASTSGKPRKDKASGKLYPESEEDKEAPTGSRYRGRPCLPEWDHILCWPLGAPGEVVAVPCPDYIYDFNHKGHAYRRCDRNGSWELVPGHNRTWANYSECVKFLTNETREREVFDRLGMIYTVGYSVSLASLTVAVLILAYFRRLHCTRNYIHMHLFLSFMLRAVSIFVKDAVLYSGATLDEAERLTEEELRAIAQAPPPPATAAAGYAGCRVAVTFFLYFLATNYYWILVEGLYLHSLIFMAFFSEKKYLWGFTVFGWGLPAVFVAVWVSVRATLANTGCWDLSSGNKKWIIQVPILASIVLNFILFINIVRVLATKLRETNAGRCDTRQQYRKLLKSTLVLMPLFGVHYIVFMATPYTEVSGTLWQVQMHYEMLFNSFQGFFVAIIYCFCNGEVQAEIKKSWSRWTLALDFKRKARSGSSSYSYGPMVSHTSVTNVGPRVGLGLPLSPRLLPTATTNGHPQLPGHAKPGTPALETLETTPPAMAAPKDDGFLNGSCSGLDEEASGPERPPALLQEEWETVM
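HEK-293-derived GP2 cells expressing PTHR1 and a GloSensor cAMP reporter, 3,000/well, plated overnight, given luciferin plus IBMX (each 0.5 mM as added) for 1 h at 37 °C, then compound for 1 h at 37 °C. Luminescence was read after 15 min at room temperature.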
GLP1R cytotox – cytotoxic in the GLP-1 receptor inverse agonist counter-screen | AID 624418 | HEK293 cAMP-luciferase reporter cells, luminescence, 24 h | actives 0.13% (n = 410,000) | Potency, µM (doses to about 38.3 µM), for inactives: at the highest dose activity change, negative = inhibition, usual class: inhibitors;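 also: loss of luciferase light is scored as toxicity; potency is read from the fitted curve at half-maximal effect; % is scaled to controls: 0 for no effect and ±100 for the full control effect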
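Step one: seed cells (200 cells/uL, DMEM with 10% Nu serum, 1% pen-strep). Step two: 12-hour incubation at 37 deg C. Step three: pin 23 nL compound, incubate 24 hr. Step four: add luciferase reagent, read luminescence 12 min later.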
TDP43 rescue – TDP-43 toxicity inhibition in yeast | TDP-43 expressing yeast growth rescue, BacTiter-Glo, 24 h | Potency, µM (titrated, usually from 46.1 µM), for inactives: top-dose growth rescue (activation), most hits filed as activators | actives 1.8% (n = 410,000) | AID 652104; also: potency is read from the fitted curve at half-maximal effect; % of control where 0% means no effect; nearly all actives have a fitted effect of over 50% in size
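Galactose-induced TDP-43 yeast, OD600=0.02, compound pinned; 24 hr, 30 deg C; BacTiter-Glo luminescence for growth. Inhibitors of TDP-43 toxicity read as activators.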
Starred values were filed as active, the others as inactive; i = inactive; ? = inconclusive; / = not tested or not shown; & = joins results of further samples; [ ] = remark or other dose. Unless noted, calls follow the shape of the dose curve; as a rule, active = well fitted curve in the direction sought with a large enough effect; inconclusive = small, poorly fitted or top-dose-only effect, or another doubt; inactive = no such curve, though single readings can be large; an effect the other way counts as inactive or inconclusive. Some of the compounds tested; the hit share may differ from the screen's.

SMILES	GLP1R inv ag	DRD3 antagonist	KB-V1 cytotox	GLP1R ag	DRD3 agonist	aSyn yeast inh	PTHR1 ag	GLP1R cytotox	TDP43 rescue
C=CCn1c(SCC(=O)Nc2cc(C)on2)nnc1C1COc2ccccc2O1 (stereo unspecified)	-27.9%	65.0	-5.3%	2.1%	5.5	7.9%	i	-17.6%	/
COC(=O)c1ccccc1NC(=O)c1ccc(NC(=O)C2CCCO2)cc1 (stereo unspecified)	15.7%	0.0	/	8.1%	-6.9	-3.1%	-82.2%[inhibitor]	5.0%	8.3%
O=C1CCCN1C(=O)CSc1nnnn1-c1cccc(F)c1	1.7%	6.2	8.1%	-0.6%	-5.4	-5.3%	0.0%	8.0%	0.0%
C=CCN1C(=O)C2C(C(=O)NC3CCCC3)C3(C)C=CC2(O3)C1C(=O)NC1CCCC1 (stereo unspecified)	-9.2%	-15.1	-9.5%	4.8%	-20.8	-1.0%	-52.2%[inhibitor]	8.5%	-20.4%
CCOC(=O)N1CCC(NC(=O)CCc2c(C)nc3c(c(C)nn3-c3ccccc3)c2C)CC1	20.4%	-15.5	-11.9%	-4.8%	-12.6	-0.7%	-1.2%	?	-9.7%
CN(C(=O)c1ccc(Br)o1)C1(C)CCS(=O)(=O)C1 (stereo unspecified)	2.2%	-13.3	0.0%	3.6%	-6.2	-1.7%	i	-3.4%	11.3%
COc1cc(C(=O)NCCc2cn3ccccc3n2)cc(OC)c1OC	-13.2%	35.7	-1.1%	4.2%	1.4	1.2%	-18.4%	-6.5%	24.8%
COc1cccc(CC(=O)NC2CCSc3ccccc32)c1 (stereo unspecified)	-30.1%	-16.5	?	9.5%	-5.4	5.3%	i	0.5%	13.2%
CC(=O)c1c(COC(=O)c2ccc(Cl)cc2)nc2ccccc2[n+]1[O-]	-1.2%	15.1	-0.8%	-3.3%	23.9	-6.5%	-18.0%	0.0%	10.8%
COc1ccccc1C1=NOC(C)(c2nnc(Cc3ccccc3)o2)C1 (stereo unspecified)	-2.0%	10.4	0.0%	-5.1%	16.8	0.8%	-6.4%	8.2%	-7.3%
COc1ccc(Cn2ccnc2SCC(=O)Nc2nnc(C)s2)cc1	20.3%&14.7%	-12.3	?	-0.7%	-4.0&-17.2	0.2%	-1.7%	1.3%&3.9%	-1.5%&15.8%
Cc1ccccc1N1C(=O)C(Oc2ccc(Cl)cc2)C1CNCC1CCCO1 (stereo unspecified)	?	-0.2	-0.5%	9.4%	0.1	4.4%	-5.9%	-3.7%	17.7%
c1ccc(Cc2nnc(SCc3nc(-c4cccs4)no3)n2-c2ccccc2)cc1	?	/	8.1%	/	-2.8	/	-19.8%	-1.9%	17.4%
COc1ccc(Cl)cc1CN1CCN(c2nc(C)cc(C)c2C#N)CC1	?	-10.6	-18.0%	2.5%	-28.2	0.2%	i	59.1%[activator]	-13.0%
CSCCC(C(=O)NC1CCCC1)n1c(C2CC2)nc2ccccc21 (stereo unspecified)	-20.9%	4.2	?	/	-3.1	-0.6%	-7.5%	1.0%	12.1%
Cc1ccc(Nc2nc(NCCO)c3ccccc3n2)cc1C	?	5.3	0.0%	6.4%	9.9	-5.4%	-15.9%	?	-5.1%
O=C(Oc1ccc(OC(=O)c2ccco2)c(S(=O)(=O)c2ccc(Br)cc2)c1)c1ccco1	-28.2%	-0.5	?	0.6%	4.6	9.8%	-1.2%	-14.7%	1.3%
COc1ccc(CNC(=O)C(c2ccco2)N(C(=O)c2snc(C(N)=O)c2N)c2ccccc2OC)cc1 (stereo unspecified)	?	-20.9	-21.3%	15.8%	11.4	-2.1%	-34.5%[inhibitor]	15.3%	22.6%
O=C(/C=C/c1ccccc1)C1=C(O)C(=O)N(CCO)C1c1ccccc1[N+](=O)[O-] (stereo unspecified)	-17.7%	-9.8	-1.5%	3.5%	-11.6	-5.7%	-24.1%	0.0%	-17.9%
CC(C)c1ccc(NC(=O)C2(C)Cc3c(-c4ccc5c(c4)OCO5)ccnc3O2)cc1 (stereo unspecified)	?	-18.7	-12.1%	19.8%	-9.1	-9.9%	2.3%	-19.5%	16.2%
CCCc1ccc2oc(C(=O)N3CCC(C(N)=O)(N4CCCCC4)CC3)c(C)c2c1	1.2%	8.6	1.9%	0.1%	5.4	-0.5%	-9.8%	-3.3%	3.5%
CCOc1ccccc1N(CC(=O)Nc1cc(OC)ccc1OC)S(C)(=O)=O	0.0%	27.4	-23.6%	13.6%	-4.7	2.6%	i	-8.2%	-2.4%
CCCOC(=O)c1cc2ccccc2oc1=O	-1.9%	8.0	16.5%	0.8%	-1.3	-10.2%	-13.9%[57.5 µM]	1.0%	-12.1%
COc1ccccc1S(=O)(=O)N(C)C[C@@H]1Oc2ncc(-c3ccc(C)cc3)cc2C(=O)N([C@H](C)CO)C[C@@H]1C	17.3%	-10.7	-8.8%	19.9%	-5.3	1.6%	-22.2%	2.1%	14.7%
CCN(c1ccccc1)S(=O)(=O)c1ccc(C(=O)NCC2(N(C)C)CCCCC2)cc1	?	-27.8	-11.0%	14.4%	-18.2	0.8%	i	2.5%	-2.4%

The results go on.
SMILES	GLP1R inv ag	DRD3 antagonist	KB-V1 cytotox	GLP1R ag	DRD3 agonist	aSyn yeast inh	PTHR1 ag	GLP1R cytotox	TDP43 rescue
COc1ccc(C2C(C(=O)Nc3cccnc3)=C(C)Nc3nc(-c4ccc(OC)c(OC)c4)nn32)cc1 (stereo unspecified)	35.9%[activator]	/	?	/	-17.9	/	-12.8%	-9.2%	12.8%[9.22 µM]
c1ccc2[nH]c(SCCN3CCOCC3)nc2c1	3.5%	6.1	-10.4%	-5.7%	6.1	2.8%	i	-3.4%	-15.0%
CCCCCCc1nc2nc(Cl)c(Cl)nc2[nH]1	1.7%	12.1	?	-4.8%	4.1	-8.1%	-31.8%[inhibitor]	5.3%	11.1%
CCOC(=O)/C=c1\s/c(=C(\C#N)C(=O)OCC)n(-c2ccccc2)c1=O	7.3%	3.2	4.7%	-4.5%	1.2	2.4%	i	-10.0%	11.5%
O=C(Cn1c(-c2cscn2)nc2ccccc21)Nc1ccc2ccccc2c1	-8.7%	-8.7	?	12.4%	-0.9	4.5%	-12.4%	?	3.8%
CCOc1ccc2nc(NC(=O)C(CC)Sc3nc(C)cc(=O)[nH]3)sc2c1 (stereo unspecified)	60.4%[activator]	19.0	-11.6%	3.4%	-8.9	-3.5%	i	8.5%	-15.3%
CSC1=NS(=O)(=O)c2c(C)nn(C)c2S1	-17.9%	-69.1*	?	0.2%	-7.8	-0.5%	-59.6%[inhibitor]	2.3%	-11.0%[1.82 µM]
CCC1Nc2ncnc(N3CCOCC3)c2N(Cc2ccc(Cl)cc2)C1=O (stereo unspecified)	-10.8%	-29.3	10.6%	3.0%	0.0	5.5%	i	3.2%	2.4%
O=C(CSc1ncccn1)NC1CCCC1	4.6%	0.1	-6.9%	0.0%	2.0	3.5%	-5.2%	0.9%	1.0%
O[C@@H]1Cc2ccccc2O[C@H]1c1ccccc1	-22.8%	-5.8	?	-0.2%	-3.2	10.3%	i	2.3%	/
COc1ccc(CNC(=O)c2cc(S(=O)(=O)N3CCOCC3)cn2C)cc1	-9.0%	26.3	?	2.7%	-1.7	0.5%	-45.9%[inhibitor]	10.4%	12.9%
COc1ccc2c(c1)OCC(O)(c1ccccc1)C2=O (stereo unspecified)	-2.7%	9.6	16.1%	11.3%	2.1	0.5%	i	-8.1%	?
Cc1cc(C)n(C(=O)c2cc3ccccc3c(=O)o2)n1	2.3%	7.2	14.8%	-10.6%	0.9	9.0%	-17.1%[57.5 µM]	-1.3%	-6.3%
Cc1cc(C)cc(NC(=O)CCc2nnc3n(C)c(=O)c4sccc4n23)c1	11.7%	/	13.5%	/	0.8	/	-8.7%	8.1%	2.1%
CCSc1ncc(Cl)c(C(=O)Nc2ccc(S(N)(=O)=O)cc2)n1	-9.7%	4.2	-0.9%	11.2%	-1.3	-1.7%	-15.4%	-2.6%	-2.6%

Six consecutive records out of the list so far, quoted:
SMILES	GLP1R inv ag	DRD3 antagonist	KB-V1 cytotox	GLP1R ag	DRD3 agonist	aSyn yeast inh	PTHR1 ag	GLP1R cytotox	TDP43 rescue
COc1ccc(C2C(C(=O)Nc3cccnc3)=C(C)Nc3nc(-c4ccc(OC)c(OC)c4)nn32)cc1 (stereo unspecified)	35.9%[activator]	/	?	/	-17.9	/	-12.8%	-9.2%	12.8%[9.22 µM]
c1ccc2[nH]c(SCCN3CCOCC3)nc2c1	3.5%	6.1	-10.4%	-5.7%	6.1	2.8%	i	-3.4%	-15.0%
CCCCCCc1nc2nc(Cl)c(Cl)nc2[nH]1	1.7%	12.1	?	-4.8%	4.1	-8.1%	-31.8%[inhibitor]	5.3%	11.1%
CCOC(=O)/C=c1\s/c(=C(\C#N)C(=O)OCC)n(-c2ccccc2)c1=O	7.3%	3.2	4.7%	-4.5%	1.2	2.4%	i	-10.0%	11.5%
O=C(Cn1c(-c2cscn2)nc2ccccc21)Nc1ccc2ccccc2c1	-8.7%	-8.7	?	12.4%	-0.9	4.5%	-12.4%	?	3.8%
CCOc1ccc2nc(NC(=O)C(CC)Sc3nc(C)cc(=O)[nH]3)sc2c1 (stereo unspecified)	60.4%[activator]	19.0	-11.6%	3.4%	-8.9	-3.5%	i	8.5%	-15.3%
